# E coli WT inh = blocks growth of wild type E. coli BW25113. 0.05% of 20,000 active. AID 552. inhibition, % at 10 µM. E. coli BW25113 growth inhibition, OD600; in the data active = inhibition above about 40%;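 note: bacteria exposed to compound for 20 hours at 37 °C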
#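 System: bacterial strain in a whole-cell growth screen; medium: LB broth with 50 µg/mL kanamycin; detection: absorbance at 615 nm; schedule: 20 h exposure, 37 °C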
# Starred values were filed as active, the others as inactive. A portion of the library; count on the stated rates, not on these rows.
structure,E coli WT inh
CCOC(=O)c1oc2c(CN3CCCCC3C)c(O)ccc2c(=O)c1-c1ccc(OC)c(OC)c1 (stereo not drawn),-9
COc1ccc(S(=O)(=O)N2CCN(c3ccc(C)cc3C)CC2)cc1OC,-2
CN1/C(=C\C(=O)C(F)F)C(C)(C)c2ccccc21,-1
CCOC(=O)c1sc2nc3c(cc2c1N)COC(C)(C)C3,0
COC(=O)c1ccccc1NC(=O)N1CCCC1,-1
N#Cc1ccccc1CSc1nc(O)cc(=O)[nH]1,3
O=C(NC1CCCc2ccccc21)c1ccc(CNc2c(N3CCOCC3)c(=O)c2=O)cc1 (stereo not drawn),11
N#Cc1ccc(CSc2nnc(-c3cnccn3)o2)cc1,-3
CCOc1nc2ccccc2nc1NS(=O)(=O)c1ccccc1,-2
COC(=O)c1ccccc1NC(=O)CSc1nnnn1-c1ccc(C)cc1C,2
COc1ccccc1-c1c(C)oc2cc(OC(=O)c3ccco3)ccc2c1=O,4
O=C(C1CC(=O)N(c2ccccc2)C1)N1CCN(C2=NS(=O)(=O)c3ccccc32)CC1 (stereo not drawn),2
c1ccc(-n2ncc3c(NCc4cccs4)ncnc32)cc1,5
Cc1c(-n2c(CN3C(=O)c4ccccc4C3=O)nc3ccccc3c2=O)c(=O)n(-c2ccccc2)n1C,-2
CSc1nc(-c2ccccc2)nc(N2CCCC2)c1C(C)=O,-7
Cc1nc2c(c(=O)n1CC1CCCO1)c1nc3ccccc3nc1n2CC(C)C (stereo not drawn),-1
O=C(COc1ccc(N2CC(C(=O)O)CC2=O)cc1)Nc1cccc(C(F)(F)F)c1 (stereo not drawn),-13
COc1ccc(-n2c(SCC(=O)N3CCCCC3C)nnc2-c2cccnc2)cc1 (stereo not drawn),-5
O=C(C1CCN(c2nnc(-n3cccc3)s2)CC1)N1CCc2ccccc2C1,8
Cn1cc(CNC(=O)COc2ccc(Cl)cc2Cl)cn1,-6
Cc1ccc2c(c1)c1nc3ccccc3nc1n2CCN1CCOCC1,-14
Cc1cc(C(=O)COc2cccc3cccnc23)c(C)n1C,5
COC(=O)C1=C(C)N(c2ccc(Cl)c(Cl)c2)C(=O)C1,6
CCOC(=O)N1CCN(c2cc(=O)n(-c3ccccc3Cl)c(=O)[nH]2)CC1,8
COc1cc(S(=O)(=O)N2CCOCC2)ccc1NC(=O)COC(=O)c1ccccn1,7
CCn1c(CC(=O)Nc2cccc(OC)c2)nnc1SCC(=O)N1CCN(c2ccccc2)CC1,-1
O=C(NCc1ccccn1)c1ccc(Br)s1,-16
CCOC(=O)Cc1csc(NC(=O)CS(=O)(=O)Cc2ccccc2)n1,-16
c1ccc2c(Cn3nnc4ccccc43)cccc2c1,-18
CCOC(=O)CN(C(=O)c1ccccc1)c1ccccc1C,-1
CCOC(=O)N1CCN(C(=O)CCSc2ccc(C)cc2)CC1,-17
CC1CCCCN1C(=O)CSc1nc(-c2ccccc2)cc(=O)[nH]1 (stereo not drawn),-16
CCN(CC)CCCN1C(=O)C(O)=C(C(=O)c2ccco2)C1c1ccc(OC(C)C)cc1 (stereo not drawn),-20
O=S(=O)(c1ccc(Oc2ccc(Br)cc2)cc1)N1CCOCC1,-27
COc1ccc(OCC(=O)Nc2cccc3ncccc23)cc1,-7
C/C=C/c1ccc(OCCCCn2cncn2)c(OC)c1,9
CCCN1CCN(C(=O)Cn2cccc2C(=O)c2ccccc2)CC1,-2
CC(C)CCNC(=O)C(c1ccco1)N(Cc1ccccc1)C(=O)c1snc(C(N)=O)c1N (stereo not drawn),-19
Cn1c(SCC(N)=O)nnc1C1CCN(S(=O)(=O)c2ccccc2C(F)(F)F)CC1,1
Cc1nnc(N2C(=O)c3oc4ccccc4c(=O)c3C2c2ccco2)s1 (stereo not drawn),-4
CCOC(=O)c1ccc(NC(=O)Nc2ccc(OC)c(OC)c2)cc1,1
CCC(=O)Nc1ccc2oc(-c3cccc(C)c3)nc2c1,-4
O=C(c1cn(-c2ccccc2)nc1-c1ccncc1)n1nnc2ccccc21,-20
COCCNC(=O)Cn1cc2c(n1)CCCCC2,6
CC1=C/C(=C/N(C)c2ccccc2)C(=O)S1,-2
CN(Cc1nc(-c2cccnc2)no1)S(=O)(=O)c1ccc(Br)cc1,-14
COc1ccccc1CC(=O)NCc1ccc2c(c1)OCO2,-8
COC(C)(C)c1cc(C(C)(C)C)nc(N)n1,10
CC(=O)Oc1ccc(N(C(C)=O)S(=O)(=O)c2cccs2)cc1,5
Cc1oc(-c2cccc(Cl)c2)nc1CN1CCC(C(=O)N2CCN(c3ccccc3F)CC2)CC1,19
COc1c(C)cc(Br)cc1C(=O)O,-22
CCOC(=O)C1CCN(C(=O)CN(Cc2ccccc2)S(C)(=O)=O)CC1,-2
N#Cc1c(-c2ccccc2)cc(C2CC2)nc1N,1
Nc1nc(SCC(=O)N2CCCC2)[nH]c(=O)c1-c1ccccc1,-19
CCOC(=O)N1CCN(c2c(N3CCc4ccccc4C3)c(=O)c2=O)CC1,15
COc1cccc(C(=O)CSc2nnc(COc3cccc4cccnc34)o2)c1,-6
CC1(C)CC(CCNC(=O)c2ccco2)CC(C)(C)N1,-2
CN(Cc1ccccc1)C1CC(=O)N(c2ccc(C(=O)O)cc2)C1=O (stereo not drawn),-1
C=CCn1c(NCc2ccc(N(C)C)cc2)nc2ccccc21,-32
COc1ccc(CCn2c(-c3ccco3)nc3nc4ccccc4nc32)cc1,0

# (cont.)
structure,E coli WT inh
COc1ccc(S(=O)(=O)Nc2ccc(CC#N)cc2)cc1,-20
Cc1c(C(=O)OCCOC(C)C)[nH]c2c1C(=O)CC(c1ccco1)C2 (stereo not drawn),10
COc1cc(SC)ccc1C(=O)Nc1ccccc1C#N,-4
NC(=O)CSc1nc(O)cc(=O)n1-c1ccccc1,1
CN(C)CCNS(=O)(=O)c1ccc(Cl)cc1,7
Cc1ccc(-c2[nH]nc3c2C(c2ccc(OC(=O)N4CCOCC4)cc2)C(C#N)=C(N)O3)cc1 (stereo not drawn),14
O=S(=O)(c1ccc2ccccc2c1)N(CC(O)CN1CCOCC1)c1ccccc1 (stereo not drawn),2
CN(C(=O)COc1cc(=O)n(C)c2ccccc12)c1ccc(Br)cc1,10
CCOc1ccc(CCN2C(=O)C3C4C=CC(C4)C3C2=O)cc1OCC (stereo not drawn),3
CCCC(=O)Nc1ccc2c(c1)C(=O)N(CCC(=O)O)C2=O,-21
CCOC(=O)N1CCN(C(=O)C2CCN(S(C)(=O)=O)CC2)CC1,-15
COc1nc(-c2ccccc2)ccc1-c1noc(-c2ccco2)n1,-9

O=C(NC12CC3CC(CC(C3)C1)C2)c1ccccc1O
- E coli WT inh: -15
CC(C)C1N=C2c3ccccc3N=C(SCC(=O)NCCc3ccc(S(N)(=O)=O)cc3)N2C1=O (stereo not drawn)
- E coli WT inh: 0
Cc1cc(C(F)F)n2nc(C(=O)Nc3ccccc3F)nc2n1
- E coli WT inh: -25
Cc1ccc2[nH]cc(C(=O)CN3CCC4(CC3)OCCO4)c2c1
- E coli WT inh: 1
COc1ccc(C(=O)c2ccc(OC)c(N)c2)cc1N
- E coli WT inh: -1
CCc1nc(C)c(C#N)c2cc(OC)c(OC)cc12
- E coli WT inh: -5
CCN(C1CCCCC1)S(=O)(=O)c1ccc(C(=O)O)cc1
- E coli WT inh: 7
O=C(CN1CCOCC1)Nc1ccc(Oc2ccccc2)cc1
- E coli WT inh: -14
NC(=O)c1c(-c2cccs2)csc1N
- E coli WT inh: 3
Cc1ccc(NC2=NCC(=O)N2c2ccc3c(c2)OCCO3)c(C)c1
- E coli WT inh: 5
O=c1c(Cl)c(NCCO)ncn1-c1ccccc1
- E coli WT inh: -5
O=C(O)CSC1CC(=O)N(c2ccc(Cl)cc2)C1=O (stereo not drawn)
- E coli WT inh: 6
COc1ccc(N(C(=O)c2ccco2)S(=O)(=O)c2cc(OC)ccc2OC)cc1
- E coli WT inh: -2
CCOC(=O)CSc1nc2ccccc2c(=O)n1NC(=O)c1ccccc1
- E coli WT inh: -3
Cn1c(NCc2ccco2)nc2c1c(=O)n(Cc1ccc(Cl)cc1)c(=O)n2C
- E coli WT inh: -16

CCOC(=O)c1ccc(NC(=O)CN2C(=O)CNC2=O)cc1
- E coli WT inh: -18
Cc1cc(C(=O)N2CCC(C(F)(F)F)n3nccc32)on1 (stereo not drawn)
- E coli WT inh: 2
C=CCc1c(C)nc(SC)nc1Nc1ccc(C(=O)O)cc1
- E coli WT inh: 6
COc1cccc(C2CC(c3ccc(C)cc3)n3nc(N)nc3N2)c1 (stereo not drawn)
- E coli WT inh: 2
CC(=O)C1=C(C)NC(=O)NC1c1cccc(O)c1 (stereo not drawn)
- E coli WT inh: 3
Brc1cccc(-c2nnco2)c1
- E coli WT inh: 1
c1ccc(-c2ccc(-c3ccccn3)nn2)nc1
- E coli WT inh: -2
CCOCCc1nnc(NC(=O)COC)s1
- E coli WT inh: -21
CCOC(=O)N1CCN(c2c(N3CCN(c4ccccc4OC)CC3)c(=O)c2=O)CC1
- E coli WT inh: 9
O=C(CN1C(=O)CC(c2ccccc2)=Nc2ccccc21)NCc1ccco1
- E coli WT inh: -4
c1nc(NCC2CCCO2)c2[nH]cnc2n1 (stereo not drawn)
- E coli WT inh: -2
Cc1ccc(S(=O)(=O)N2CCC(C(=O)N[C@H](C(=O)N3CCN(C)CC3)C(C)C)CC2)cc1
- E coli WT inh: -14
COCC(=O)Nc1ccc(C)c(Cl)c1
- E coli WT inh: -15
CN(C)c1ccc(NC(=O)Cn2cc3c(n2)CCCC3)cc1
- E coli WT inh: 6
CCOc1cc(C2C3=C(CCCC3=O)NC3=C2C(=O)CCC3)ccc1OCCO
- E coli WT inh: -21

COc1cccc(NC(=O)N2CCN(C(=O)C(Cc3ccc(OC)c(OC)c3)NC(C)=O)CC2)c1 (stereo not drawn)
- E coli WT inh: -5
Cc1nn2c(=O)nc3sc4c(c3c2[nH]c1=O)CCCC4
- E coli WT inh: -10
N#Cc1nc(COc2ccccc2)oc1N1CCOCC1
- E coli WT inh: -15
Nn1c(SCC(=O)Nc2ccc(F)cc2)nnc1-c1cccnc1
- E coli WT inh: 1
O=C(CSc1nc(-c2ccco2)cc(C(F)(F)F)n1)N1CCc2ccccc2C1
- E coli WT inh: -20
O=C1c2ccccc2C(=O)N1Cc1nc(-c2ccccc2)no1
- E coli WT inh: 2
c1ccc2c(c1)ncn2CCn1cnc2ccccc21
- E coli WT inh: 5
O=c1n(-c2ccccc2)c(=O)n(Cc2ccccn2)n1Cc1ccccn1
- E coli WT inh: -15
Cn1c(=O)c2c(nc(N3CCCCC3)n2CCSc2nc3ccccc3o2)n(C)c1=O
- E coli WT inh: 19
COc1ccc(C)cc1S(=O)(=O)Nc1ccc(F)c(Cl)c1
- E coli WT inh: 2
O=C(O)c1cccc(C(=O)Nc2cccc(NC(=O)C3CCCO3)c2)c1 (stereo not drawn)
- E coli WT inh: -15
CC(C)N(C(=O)CSc1nnc(NC(=O)C2CCC2)s1)C(C)C
- E coli WT inh: -2
CC(C(=O)NCc1cccnc1)N1C(=O)c2ccccc2C1=O (stereo not drawn)
- E coli WT inh: -3
C=CCn1c(SCC(=O)Nc2cccc(C(=O)OC)c2)nnc1C(C)NC(=O)c1cccs1 (stereo not drawn)
- E coli WT inh: 2
N#Cc1cn(-c2ccccc2)nc1-c1ccc2c(c1)OCCO2
- E coli WT inh: -19

CC1CCN(C(=O)CN2C(=O)C(C)(C)Oc3ccc(C(=O)NC4CCCC4)cc32)CC1
- E coli WT inh: -1
CCN1CCN(C(CNC(=O)c2ccc3c(c2)OCO3)c2cccnc2)CC1 (stereo not drawn)
- E coli WT inh: 6
Cc1nnc(SCC(=O)N2CC(=O)Nc3ccccc32)n1-c1ccccc1
- E coli WT inh: -4
O=C(CCN1CCOCC1)Nc1cccc(Br)c1
- E coli WT inh: -10
O=C(COc1ccc(Br)cc1CO)Nc1ccccc1F
- E coli WT inh: 4
CN(C)CC(C(=O)c1ccccc1)c1ccccc1 (stereo not drawn)
- E coli WT inh: 13
O=C(NCCCN1CCOCC1)c1cc(-c2ccccc2)on1
- E coli WT inh: -13
O=C(c1cc(-c2ccccc2)on1)N1CCCC1
- E coli WT inh: -16
CC1(CC(=O)O)C(=O)N=C2C=CC=CN21 (stereo not drawn)
- E coli WT inh: -6
COCCn1cnc2c(c1=O)c1nc3ccccc3nc1n2/N=C/c1cccc(OC)c1OC
- E coli WT inh: -19
O=C(Nc1nnc(N2CCCCCC2)s1)c1cc(-c2ccc(Br)cc2)on1
- E coli WT inh: 4
COc1cccc(NC(=O)c2cccc(OC)c2OC)c1
- E coli WT inh: 1
COc1ccc(OC)c(C(=O)C2COC(=O)C2)c1 (stereo not drawn)
- E coli WT inh: -13
Cc1ccc2[nH]c(=O)c3cc(C(=O)NCCN4CCN(C)CC4)sc3c2c1
- E coli WT inh: -4
O=C(O)c1ccc(CNc2ccccc2C(=O)O)cc1
- E coli WT inh: -19
CN(Cc1nc(-c2ccncc2)no1)S(=O)(=O)c1ccc(Cl)cc1
- E coli WT inh: 15
Cc1cc(C)n(C(=O)COc2c(C)cccc2C)n1
- E coli WT inh: -3

# Source: PubChem BioAssay
